Screens deposited in PubChem by Small Molecule Screening Facility, UW Madison.
PriA SSB inh: K. pneumoniae PriA-SSBct interaction inhibition. AlphaScreen SSBct-PriA binding, biotinylated peptide. inhibition, % at 33 µM. hit rate 0.6% among 430,000; in the data active means inhibition mostly above about 37%, no sharp cut-off; inactive means mostly below about 20%;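 further: plate controls were negative control peptide for no effect and reference peptide for full effect; strong numbers were not always called active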
* = called active by the depositor; i = inactive; & = joins results of further samples. Some of the compounds tested. The share of hits here may be higher or lower than overall.

SMILES | PriA SSB inh
CCOC(=O)c1ccc(NC(=O)Nc2nc(-c3ccccc3)cs2)cc1 | -1.0
O=C(Nc1nccs1)c1cc(S(=O)(=O)NC2CCCC2)c(Cl)cc1Cl | 16.0
O=C(O)CC1SC(NN=Cc2ccc(Br)cc2)NC1=O (stereo not given) | 5.0
Cn1cc(S(=O)(=O)Nc2ccc3c(c2)N(C(=O)c2cccs2)CC3)cn1 | -2.0
CCOC(=O)c1c(NC(=O)c2cccc(C(F)(F)F)c2)sc2c1CCN(C)C2 | -18.0
CC(C)n1cc(C=NNC(=O)COc2cccc3cccnc23)c2ccccc21 | -7.2
Cc1cc(-c2nnc(NC(=O)C3CC3)o2)n(C)n1 | -3.0
C/C=C1\CN2[C@H]3C[C@@]45c6ccccc6N(C)[C@H]4[C@@H]2CC1C3C5O (stereo not given in full) | -7.5
CNC(=O)CS(=O)(=O)C1CCN(C(=O)c2cc(Cl)ccc2OC)CC1 | 3.0
CS(=O)(=O)N1C2CCC1CC(NS(=O)(=O)CCOc1ccccc1)C2 (stereo not given) | -6.0
CCC(C(=O)Nc1c2c(nn1-c1ccc([N+](=O)[O-])cc1)CSC2)c1ccccc1 (stereo not given) | -1.0
O=C(COc1ccc(Cl)cc1)NCC[C@@H](CCO)c1ccccc1 | -8.0
CCN1C(=O)/C(=C/c2cccs2)SC1=NS(=O)(=O)c1ccc(C)cc1 | 5.4
COc1ccc(S(=O)(=O)NCCC(=O)NCc2cccnc2)cc1N(C)S(C)(=O)=O | 6.0
O=C(Cc1csc(Nc2cccc(Cl)c2)n1)Nc1cccnc1 | -2.0
O=C(C[C@H](NCCc1ccccc1)C(=O)O)Nc1ccc(F)cc1F | 10.0
O=C(NCC(c1cccc2ccccc12)N1CCOCC1)C(=O)Nc1ccc(F)c(Cl)c1 (stereo not given) | 0.0
Cc1ccccc1-c1nc(C#N)c(N2CCCC2)o1 | 60.9
Cn1ncc2c(Nc3ccc(F)cc3)nc(N3CCN(Cc4ccccc4)CC3)nc21 | 5.0
O=C(CCCn1nc(-c2ccco2)ccc1=O)NCc1cccnc1 | 2.0
O=C(Nc1nnc(C23CC4CC(CC(C4)C2)C3)s1)c1ccccc1[N+](=O)[O-] | -2.0
CC(C)=C1Oc2cc(O)ccc2C1=O | 0.0
COC(=O)c1ccc(C=NNC(=O)CNc2cccc(C)c2)cc1 | -5.7
O=C(Nc1ccc(N2CCOCC2)cc1)C(c1ccccc1)c1ccccc1 | 37.0
COc1ccc(C(=O)Nc2nc(-c3ccccc3)c(C)s2)cc1 | -4.0

Continued; the last 5 above are carried over.
SMILES | PriA SSB inh
O=C(Nc1nnc(C23CC4CC(CC(C4)C2)C3)s1)c1ccccc1[N+](=O)[O-] | -2.0
CC(C)=C1Oc2cc(O)ccc2C1=O | 0.0
COC(=O)c1ccc(C=NNC(=O)CNc2cccc(C)c2)cc1 | -5.7
O=C(Nc1ccc(N2CCOCC2)cc1)C(c1ccccc1)c1ccccc1 | 37.0
COc1ccc(C(=O)Nc2nc(-c3ccccc3)c(C)s2)cc1 | -4.0
Cc1cc(OC2CN(C(=O)c3ccco3)C2)cc(=O)n1C | 11.0
O=C(Cn1cncn1)Nc1nc2c(s1)C(=O)NCCC2 | 1.0
CC(=O)Nc1ccc(S(=O)(=O)NCC2CCN(c3ccccn3)CC2)cc1 | -8.0
COCCN1CCC(CNS(=O)(=O)Cc2ccccc2)CC1 | -14.0
Cc1c(C)c(C)c(S(=O)(=O)NCCc2ccc3c(c2)CCCN3C)c(C)c1C | 3.0&9.0
Cc1nnc(C)n1N=Cc1ccc(-c2ccccc2Cl)o1 | 6.2
COc1ccc(S(=O)(=O)C2CN(C(=O)c3nc4ccccc4s3)C2)cc1 | -7.0
COc1ccc(S(=O)(=O)CC(=O)Nc2sc(-c3ccccc3)cc2C(N)=O)cc1 | 2.0
Cc1nn(C)c(C)c1C(=O)Nc1cnc2ccnn2c1 | -17.0
O=C(CN1CCOC1=O)N1CCS[C@H](c2ccccc2)CC1 | -1.0
CNC(=O)N(O)C1N(N=Cc2ccc(C)cc2)C(=S)SC1(C)C (stereo not given) | 0.8
O=C(O)[C@@H]1CCCN1S(=O)(=O)c1ccc(Br)s1 | -16.8
Cn1c(-c2ccccc2)c(Cn2c(=S)sc3ccccc32)c2ccccc21 | 9.0
CCC(CC)NC(=O)CON=Cc1ccc(Cl)cc1Cl | -17.1
Cc1ccccc1C(=O)Nc1ccc(C(=O)NN=Cc2ccncc2)cc1 | 4.5
CCCS(=O)(=O)Nc1ccc(OC)c(N2CCCCC2=O)c1 | 5.0
O=C(Nc1nc2c(s1)CN(C(=O)c1csc(-c3ccccc3)n1)CC2)C1CCC1 | -4.0
CCc1nnc(C2CCN(C(=O)Nc3ccc(C)cc3)CC2)s1 | -10.0&-5.0
Cc1nc(-c2ccccc2NC(=O)c2cc3ccccc3s2)cs1 | -2.0
CC(C)N(C(=O)Cn1c2ccc(Br)cc2c2nc3ccccc3nc21)c1ccccc1 | 13.0
COc1cc(-c2ccc(SCC(=O)NC3CCCC3)nn2)cc(OC)c1OC | -11.0
COc1ccc(C=c2sc3nc(-c4ccccc4)c(-c4ccccc4)n3c2=O)cc1OC | -5.5
CCc1nnc(NC(=O)CSc2ncc(C(=O)Nc3ccc(C)cc3)c(=O)n2C)s1 | 4.0
CC(C)c1ccc(/C=C2\CC/C(=C\C=NN(C)C)C2=O)cc1 | 5.1
CCc1nnc(NC(=O)CSc2ccc3nnc(CCNC(=O)c4ccc(OC)cc4)n3n2)s1 | -23.0
O=C(C[C@H](NCc1ccco1)C(=O)O)Nc1ccc(Cl)cc1Cl | -19.0
O=C(Cc1cccs1)Nc1nnc2n1CCS2 | 32.0
COc1ccc(C2=NN(C(=O)CSc3ncnc4ccccc34)C(c3ccc(OC)c(OC)c3)C2)cc1 (stereo not given) | -16.0&-7.0
CC(=O)Nc1cccc(NC(=O)Cc2csc(Nc3ccc(S(C)(=O)=O)cc3)n2)c1 | -3.0
CCOCCn1c(=NC(=O)CCc2ccccc2)sc2cc([N+](=O)[O-])ccc21 | -10.0
O=C(O)C1(CCc2ccc(Br)cc2)CCN(S(=O)(=O)c2ccccc2)CC1 | 13.0
CC(=O)N1CCc2c(sc(NC(=O)c3cc(Cl)sc3Cl)c2-c2nc3ccccc3s2)C1 | -10.0
COc1ccc(Cl)cc1NC(=O)CSc1ccc2nnc(-c3ccncc3)n2n1 | -14.0
O=c1[nH]nc(-c2ccco2)c2sc(N3CCCC3)nc12 | 2.0
COc1ccc(C=NNC(=O)c2ccncc2)cc1[N+](=O)[O-] | -5.2
Cc1ccccc1-c1ccc(N2CCC(C(=O)Nc3ccccn3)CC2)nn1 | -14.0
C[C@@H](CC(=O)Nc1ccc(Oc2ccccc2)cc1)CC1=NS(=O)(=O)c2ccccc2N1 | -1.0
O=C(NCC1CCN(c2ncccn2)CC1)c1ccc(F)cc1Cl | -14.0
O=C(c1ccc(F)cc1)c1ccccc1C(=O)N1CCc2ncncc2C1 | -10.0
N#CC(C#N)=Cc1cn(-c2ccccc2)nc1-c1ccc(-c2ccccc2)cc1 | -3.0
Cc1ccc(S(=O)(=O)N2CCN(CC(=O)NN=C/C(Cl)=C/c3ccccc3)CC2)cc1 | -12.8
CCc1ccc(Nc2nn3c(=O)c4ccc(C(=O)OC)cc4nc3s2)cc1 | -15.0
O=C(O)c1cccc(NC(=S)NN=Cc2ccccn2)c1 | 32.9
CCOC(=O)C1CCCN(C(=O)Cc2csc(NC(=O)Nc3ccccc3OC)n2)C1 (stereo not given) | 13.0
CN1C(=O)C(=Cc2cccs2)C(=O)N(C)C1=O | 3.0
O=C(CCc1ccc(Cl)c(C(F)(F)F)c1)N1Cc2cnc(N3CCOCC3)nc2C1 | -5.0
COc1ccc(OC)c(C2c3cccn3CCN2C(=O)Nc2ccc(Cl)c(Cl)c2)c1 (stereo not given) | -21.0
CN(Cc1ccccc1)C(=O)COc1ccc(Br)cc1 | -64.0
CC(=O)Nc1cccc(C(C)=NNC(=O)c2cccs2)c1 | -11.9
O=C1COc2ccc(Cl)cc2CN1CC1COCCO1 (stereo not given) | 4.0

(continued)
structure	PriA SSB inh
O=C(Cn1c2ccccc2c2ncn(Cc3ccccc3Cl)c(=O)c21)Nc1ccc2c(c1)OCO2	-2.0
CCOc1ccc(NC=C(S(=O)(=O)c2ccccc2)S(=O)(=O)c2ccccc2)c([N+](=O)[O-])c1	4.0
COc1ccccc1/C=C/C=Nn1c(-c2n[nH]c3c2CCC3)n[nH]c1=S	-0.1
COc1ccc(-c2nc(Cn3c(=O)n(CC4CCCO4)c(=O)c4ccccc43)c(C)o2)cc1OC (stereo not given)	-6.0
CCN1C(=O)Cc2cc(NC(=O)OC)ccc21	13.0
CCS(=O)(=O)N1CCc2ccc(NC(=O)c3ccc(F)cc3)cc2C1	6.0
CCOc1ccc2ncc(C#N)c(Nc3cccc(SC)c3)c2c1	1.0&-12.0
COc1ccc(N2CC(c3nc4ccccc4n3C/C=C/c3ccccc3)CC2=O)cc1 (stereo not given)	14.0
CC1Oc2ccccc2OC1C(=O)Nc1ccc2c(c1)N(S(=O)(=O)c1ccc(F)cc1)CCC2 (stereo not given)	4.0
COc1ccc(OC)c2sc(N(C[C@H]3CCCO3)C(=O)c3cnc4ccccc4n3)nc12	7.0
O=C(NCCn1nc(C(F)(F)F)cc1C1CC1)C1c2ccccc2Oc2ccccc21	-21.0
COc1ccc(NC(=O)Cn2c(C)nc3c(c2=O)CCCC3)c(OC)c1	-9.0
CC(=NNS(=O)(=O)c1ccc(Cl)c([N+](=O)[O-])c1)c1cc2ccccc2o1	0.1
COc1ccccc1C(CNC(=O)C1(c2ccc(Cl)cc2)CCCC1)OC (stereo not given)	8.0
O=C(NC1CCN(c2nc(-c3cccnc3)cs2)CC1)c1ccc(-c2cccs2)cc1	-9.0
COC(=O)c1ccc2c(=O)n(CCC(=O)N3CCN(c4ccc(C(C)=O)cc4)CC3)c(=S)[nH]c2c1	-7.0
COc1cc2c(Nc3ccc(Br)cc3F)ncnc2cc1OCC1CCN(C)CC1	-12.0
Cc1ccc(-c2c(C#N)c(SCC(=O)c3cc4ccccc4oc3=O)nc(C)c2C(=O)Nc2ccccc2C)o1	-10.0
O=C(NC(NCc1ccccc1)C(Cl)(Cl)Cl)c1ccc(F)cc1 (stereo not given)	-22.0
COc1ccc(NC(=S)N2CCN(c3ccc(F)cc3)CC2)cc1	-9.0

Five entries picked at random from those above, as already listed:
structure	PriA SSB inh
CCOc1ccc(NC=C(S(=O)(=O)c2ccccc2)S(=O)(=O)c2ccccc2)c([N+](=O)[O-])c1	4.0
COc1cc2c(Nc3ccc(Br)cc3F)ncnc2cc1OCC1CCN(C)CC1	-12.0
O=C(NC1CCN(c2nc(-c3cccnc3)cs2)CC1)c1ccc(-c2cccs2)cc1	-9.0
O=C(Cn1c2ccccc2c2ncn(Cc3ccccc3Cl)c(=O)c21)Nc1ccc2c(c1)OCO2	-2.0
COc1ccc(OC)c2sc(N(C[C@H]3CCCO3)C(=O)c3cnc4ccccc4n3)nc12	7.0

The results go on.
structure	PriA SSB inh
CCc1ccccc1NC(=O)CSc1nnc(-c2ccco2)n1-n1cccc1	8.0
O=C(CSc1nc2ccccc2n2cnnc12)NCc1ccc(Cl)cc1	-7.0
COc1ccccc1[C@H](CNS(=O)(=O)c1cn(C)cn1)OC	-17.0
COc1ccc(-n2c(C)nc3ccc(NC(=O)COc4ccc(F)cc4)cc3c2=O)cc1	11.0
COc1ccc(N2CCN(c3ccc(NC(=O)c4ccc(OC)c(OC)c4)cc3C#N)CC2)cc1	0.0
CC1(C)COc2ccc(NS(=O)(=O)Cc3ccccc3Cl)cc2NC1=O	11.0
COc1ccc(S(=O)(=O)N2CCCC(C(=O)N3CCNC(=O)C3C)C2)cc1 (stereo not given)	-6.0
CNCc1nc(-c2ccccc2)no1	-9.0
Cc1cc(N2CCC(NC(=O)c3ccc(C(F)(F)F)nc3)CC2)n[nH]1	-10.0
O=C(Nc1ccc(N2CCCC2=O)cc1)c1ccc(C(F)(F)F)cc1	-4.0
COC(=O)c1sc2ccccc2c1NC(=O)CCc1ccccc1	-27.0
COc1c(C)cc(S(=O)(=O)NCC2CCN(Cc3cccs3)CC2)cc1C	-9.0&-3.0
O=C1CSC(=N/N=C/c2ccccc2Cl)N1CC1CC1	i
C=CCn1c(SCC(=O)Nc2cc(OC)ccc2OC)nc2c([nH]c3ccccc32)c1=O	-16.0
COC(=O)c1c(NC(=O)c2cc(Cl)ccc2Cl)sc2c1CCN(C(C)C)C2	8.0
CCOC(=O)C1CCN(CC(O)COc2cccc3ccccc23)CC1 (stereo not given)	16.0
O=C(Cc1cccs1)Nc1nnc(-c2ccc(Cl)cc2Cl)o1	1.0
COc1cccc(C(=O)Nc2ccc3nc(C)n(-c4ccc(Cl)cc4)c(=O)c3c2)c1OC	5.0
CN1C(=O)C(C)(C)COc2ccc(NC(=O)Oc3ccccc3)cc21	18.0
CC(=O)Nc1ccc(S(=O)(=O)N2CCN(C(=O)c3cccc([N+](=O)[O-])c3)CC2)cc1	9.0
COc1cc(NN=C(C)c2ccc(N)cc2)nc(-c2ccccc2)n1	35.6
Cc1csc(NC(=O)[C@H]2CCCN(c3ccc(-c4nc(C)no4)cn3)C2)n1	-4.0
Brc1ccc2nc(NCc3ccccn3)sc2c1	-10.0
COCc1cc2nn(CC(=O)N3CCCc4ccccc43)c(=O)n2c(-c2ccccc2)n1	-16.0
Cc1ccc(-c2cn3cccnc3n2)cc1NC(=O)c1ccccc1F	-10.0
Cc1cccc(NC(=O)CSc2nnc(NC(=O)c3ccccc3Br)s2)c1	8.0
CC(=NNC(=O)Cn1nc2ccccc2n1)c1ccc(F)cc1	0.5
Cc1ccc2c(c1)N(C)C(=O)c1cc(NS(=O)(=O)c3ccc4c(c3)CCCC4)ccc1O2	-12.0
O=[N+]([O-])c1ccc(Cl)cc1Nc1ccccc1	56.4
O=C(CSCc1ccccc1)NC1CCN(c2nccs2)CC1	-10.0

2 of these compounds, set out differently:
CC(=NNC(=O)Cn1nc2ccccc2n1)c1ccc(F)cc1
  PriA SSB inh = 0.5
Cc1ccc2c(c1)N(C)C(=O)c1cc(NS(=O)(=O)c3ccc4c(c3)CCCC4)ccc1O2
  PriA SSB inh = -12.0
